Screens deposited in PubChem by The Scripps Research Institute Molecular Screening Center.
TAAR1 antag: human TAAR1 antagonism. CHO RD-HGA16 TAAR1, Fluo-8 calcium fluorescence, antagonist. Q96RJ0. inhibition, % at 3 µM. 360,000 compounds, 1.5% hits;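 active = inhibition above a per-plate cutoff, the mean inhibition of test compounds on that plate plus 3 SD, cut at about 49% in these data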;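 also: 0% = DMSO plus EC80 beta-PEA response and 100% = DMSO alone without agonist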
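Test system – hTAAR1-expressing CHO RD-HGA16 cells, Gα16-coupled · Also added – β-PEA at EC80 concentration, post-compound challenge · Compound – 3 µM, single point · Incubation – dye loading 75 min at 37 °C, then 30 min room temperature · Measured by – Fluo-8 intracellular calcium dye fluorescence, real-time kinetic reads · Benchmarks – vehicle and agonist controls · Replicates – singlicate, one well per test compound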
CHO parental Ca: signal in parental CHO cells, OX1R antagonist counter-screen; parental CHO-K1, ATP-induced calcium, Fluo-8 fluorescence; AID 463079; 330,000 compounds, 0.63% hits; inhibition, % at 5.6 µM;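 active = inhibition above that plate's mean sample inhibition plus 3 SD, cut at about 26% in these data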;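 also: 0% = ATP-challenged DMSO wells and 100% = DMSO wells without ATP; some compounds past the cut are filed as inactive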
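Test system: untransfected parental CHO cell line; also added: ATP stimulus; dosing: 5.6 µM, single dose; signal: calcium-sensitive Fluo-8 fluorescence; measure: percent inhibition of ATP-evoked calcium rise, normalized to controls; benchmarks: low control ATP plus DMSO, high control DMSO only; replication: one well per compound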
CHRM1 agonist: human M1 muscarinic receptor agonism; CHO-K1 hM1, Fluo-8 calcium fluorescence, agonist mode; 0% DMSO, 100% acetylcholine EC100; 360,000 compounds, 0.33% hits; AID 588814; P11229; activation, % at 3 µM;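 active = activation above the run's mean compound activation plus 3 SD, cut at about 16% in these data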;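 also: peak over basal fluorescence ratio within a 140 s kinetic read after compound addition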
Target sequence (P11229 whole entry, looked up): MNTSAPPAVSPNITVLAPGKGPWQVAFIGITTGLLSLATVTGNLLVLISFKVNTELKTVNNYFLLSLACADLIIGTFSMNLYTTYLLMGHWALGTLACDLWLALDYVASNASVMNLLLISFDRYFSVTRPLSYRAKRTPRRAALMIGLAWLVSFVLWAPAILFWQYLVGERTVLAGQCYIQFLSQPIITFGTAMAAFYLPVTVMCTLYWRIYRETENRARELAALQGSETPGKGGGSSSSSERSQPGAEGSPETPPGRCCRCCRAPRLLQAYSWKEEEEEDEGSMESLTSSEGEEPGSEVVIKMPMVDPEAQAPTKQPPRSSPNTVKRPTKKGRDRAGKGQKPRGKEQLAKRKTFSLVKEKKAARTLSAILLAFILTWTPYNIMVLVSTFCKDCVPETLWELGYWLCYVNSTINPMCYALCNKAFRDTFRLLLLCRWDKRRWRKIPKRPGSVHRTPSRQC
CHRM1 antagonist: blocks human M1 muscarinic receptor. P11229. CHO-K1 hM1, Fluo-8 calcium fluorescence, ACh EC80 antagonist. inhibition, % at 3 µM. 360,000 compounds, 1.3% hits. AID 588852;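 active = percent inhibition above its own plate's cutoff, namely the mean of that plate's compound wells plus 3 SD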;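 also: peak over basal fluorescence ratio during 140 s after agonist addition; 0% = ACh EC80 plus DMSO and 100% = DMSO alone without agonist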
OXTR agonist: activates the human oxytocin receptor; P30559; CHO-OTR cells, Fluo-8 calcium fluorescence; normalized: DMSO 0%, oxytocin 100%; activation, % at 3 µM; 320,000 compounds, 0.32% hits;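 active = activation above the mean of all tested compounds plus 3 SD, cutoff set per screening run, cut at about 20% in these data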;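 also: peak over basal fluorescence ratio from a 100 s FLIPR kinetic read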
TAAR1 ag: agonists of human TAAR1; activation, % at 3 µM; 360,000 compounds, 0.99% hits; Q96RJ0; CHO RD-HGA16 TAAR1, Fluo-8 calcium fluorescence; vehicle wells 0%, saturating PEA agonist 100%;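 active = activation above the mean activation of all test compounds in the run plus 3 SD, cut at about 38% in these data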
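System: CHO-derived RD-HGA16 cells with stable Gα16 and human TAAR1 / Times: 17-24 h plating, Fluo-8 75 min 37 °C, 30 min RT / Technique: calcium-sensitive Fluo-8 signal, excitation 470-495, emission 515-575 nm / Measure: % activation relative to PEA EC100 response / Benchmarks: DMSO and PEA EC100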
V1R ag counter: counter-screen for oxytocin receptor agonists: human V1a receptor agonists. CHO-V1R cells, Fluo-8 calcium fluorescence, agonist mode; 0% DMSO, 100% 3 nM vasopressin. activation, % at 3 µM. 320,000 compounds, 0.25% hits;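 active = activation above the mean activation of all tested compounds plus 3 SD, per screening run, cut at about 20% in these data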;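 also: signal is peak over basal fluorescence ratio across a 100 second FLIPR read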
Target sequence (P37288 whole entry, looked up): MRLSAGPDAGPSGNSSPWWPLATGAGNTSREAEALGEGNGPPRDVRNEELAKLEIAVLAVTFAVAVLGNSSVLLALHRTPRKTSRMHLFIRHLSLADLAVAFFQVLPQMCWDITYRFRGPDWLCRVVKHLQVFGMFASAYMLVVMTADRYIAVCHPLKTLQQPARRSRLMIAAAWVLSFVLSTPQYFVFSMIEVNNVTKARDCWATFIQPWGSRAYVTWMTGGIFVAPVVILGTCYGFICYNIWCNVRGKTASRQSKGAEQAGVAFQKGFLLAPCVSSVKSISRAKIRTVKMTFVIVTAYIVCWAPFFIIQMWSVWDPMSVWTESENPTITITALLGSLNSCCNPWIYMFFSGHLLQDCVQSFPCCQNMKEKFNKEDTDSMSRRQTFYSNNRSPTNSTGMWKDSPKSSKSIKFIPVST
OXTR potentiator: potentiates the human oxytocin receptor response | P30559 | CHO-OTR cells, Fluo-8 calcium fluorescence, potentiator mode; 0% = oxytocin EC15, 100% = EC100 | activation, % at 3 µM | 320,000 compounds, 0.061% hits;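 active = activation above that plate's cutoff, the mean activation of tested compounds plus 3 SD, cut at about 6.6% in these data, passing the limit was not always enough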;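 also: 100% uses oxytocin at 75 nM as the full agonist control; some results filed as inactive read as strong as hits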
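Material: human OTR in CHO cells. Compound: 3.0 µM, one dose. Timing: compound 6 min at room temperature before oxytocin, 100 s read. Evaluation: % activation of max/min ratio relative to oxytocin controls. Replication: single well per compound, singlicate. Signal: Fluo-8 calcium dye fluorescence.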
CHRM1 PAM: human CHRM1 positive allosteric modulation; P11229; activation, % at 3 µM; CHO-K1 hM1, Fluo-8 calcium fluorescence, ACh EC20; 0% = ACh EC20, 100% = maximal ACh; AID 588819; 360,000 compounds, 0.088% hits; in the data active = activation above about 19%, passing the limit was not always enough
* hit, by the source's call; . = no result given.

The line under a structure holds: TAAR1 antag, CHO parental Ca, CHRM1 agonist, CHRM1 antagonist, OXTR agonist, TAAR1 ag, V1R ag counter, OXTR potentiator, CHRM1 PAM
1: Fc1ccc(-c2n[nH]c(=S)c3ccccc23)cc1
→ 8, -16, -3, 3, -2.4, 5, -1.2, -1, 3
2: CSc1nnc(C)c(=O)n1COC(=O)c1ccc(S(=O)(=O)N2CCOCC2)cc1
→ 1, -6, -4, 0, 0.4, 1, 4.1, -6, 2
3: COc1ccccc1N1CCN(CC(=O)Nc2ccccc2C(=O)NCCc2ccccc2)CC1
→ 55*, -16, -1, 29*, -1.9, 11, -0.1, -6, -8
4: COc1ccc(O)c(/C=c2/sc3nc4cc(C)c(C)cc4n3c2=O)c1
→ -3, ., -5, 0, ., -1, ., ., 0
5: COC1(OC)C=CC(=O)C=C1NC(=O)c1ccccc1OC(C)=O
→ -4, -6, -3, -10, -0.1, 1, 0.1, -12, 8
6: Cc1nn(C(=O)c2ccco2)c(C)c1Sc1ccccc1
→ 1, -14, -4, -33, -1.4, 5, -0.8, -11, 6
7: CC1(C(=O)NS(=O)(=O)c2ccc(Br)cc2)CCN1C(=O)CC1CCCCC1 (configuration not stated)
→ 6, ., 0, -18, ., 1, ., ., 20
8: CC(C)NC(=O)C1(C)CCN1C(=O)C1(c2ccccc2)CCCC1 (configuration not stated)
→ 7, ., -3, -13, ., 0, ., ., 3
9: CCCC1(C(=O)OCC)NC(c2ccc(N(C)C)cc2)C2C(=O)N(c3ccc(OCC)cc3)C(=O)C21 (configuration not stated)
→ 0, -13, 0, -16, -0.9, 9, -0.4, -10, 9
10: OCC[C@@H]1C[C@@H](O)[C@H](O)[C@]2(Cc3ccccc3CO2)O1
→ 11, -6, -5, 0, 2.3, 2, 0.8, 7, 4
11: Cc1ccccc1COC(=O)c1cc([N+](=O)[O-])ccc1N1CCOCC1
→ -17, -24, -4, -9, -0.4, 5, 1.2, 2, 7
12: O=C(COc1ccc(Cl)cc1Cl)NCCN1CCCC1
→ -15, ., -7, 14, ., 2, ., ., -7
13: O=C(N/N=C/C=C/c1ccccc1[N+](=O)[O-])c1ccncc1
→ 4, -2, -2, -19, -0.4, 0, 0.1, -15, 7
14: O=Cc1ccc(-n2cc(C=O)c3ccccc32)cc1
→ -3, 9, -3, 6, 0.0, 1, 0.6, 3, -1
15: CC(=O)Cn1c(CN2CCCCC2)nc2ccccc2c1=O
→ -26, -9, -4, -4, -0.8, 3, 0.3, -4, 7
16: Cc1cccc(C)c1OCC(=O)N/N=C/c1cccnc1
→ 3, -12, 0, -11, 0.0, 4, 0.6, -18, 9
17: N#Cc1ccc(C(=O)OCCCc2cc3ccccc3c(=O)o2)cc1
→ 24, -9, 0, -3, 9.5, 19, 6.3, -7, -6
18: CC1=CC(=O)Nc2cncnc2N1
→ -10, ., -2, -4, ., 3, ., ., 6
19: c1ccc(-c2nnc(-c3ccccc3)o2)cc1
→ -5, -28, -1, -9, -2.1, 4, -0.8, 2, -8
20: COc1ccc(OC)c(-n2c(SCC(=O)N3CCc4ccccc43)nc3c(c2=O)SCC3)c1
→ ., -12, -3, -10, -1.2, ., 0.3, -6, 2
21: CCOc1ccc(C(=O)NCC(C)CN(C)C)cc1OCC (configuration not stated)
→ -8, 2, -2, 3, -0.3, 2, 0.8, -9, 4
22: Cc1ccc(C(=O)NC(N2CCCC2)C(Cl)(Cl)Cl)cc1 (configuration not stated)
→ -22, 3, -3, -5, 0.2, 3, 1.1, -3, 5
23: CC(=O)c1ccc(N2CCN(C(=O)CCNC(=O)Cn3ccc4ccccc4c3=O)CC2)cc1
→ 17, -6, -1, 10, 2.9, 10, 4.3, -14, 0
24: COc1cc(NC(=O)COC(=O)CSc2cc(C)ccc2C)c(C)cc1[N+](=O)[O-]
→ 22, -3, -8, -7, 0.1, 1, 3.2, -13, 3
25: C=CCn1c(=NC(=O)c2sc3ccccc3c2Cl)sc2cc(S(N)(=O)=O)ccc21
→ ., 5, -4, -6, 2.4, ., 0.7, 0, 5
26: CCOc1ccc2[nH]c3c(c2c1)CNCC3
→ -4, -8, -7, -27, -1.3, 2, 0.7, -10, 9
27: CCSc1nn2c(=O)c3ccccc3nc2s1
→ 3, -13, -4, -7, -1.2, 12, -0.1, -7, 4
28: COc1ccc2cc3cc(C(=O)NCCN4CCN(c5ccccc5F)CC4)oc3nc2c1
→ -2, -17, -6, 15, 0.5, 3, 0.6, -17, -13
29: Cc1ccc(S(=O)(=O)N2CCN(S(C)(=O)=O)CC2)cc1
→ 1, -5, 4, -5, -0.8, 4, -0.2, -1, 11
30: Cc1c(NC(=O)Nc2cc(Cl)ccc2Cl)c(=O)n(-c2ccccc2)n1C
→ 2, -6, 1, 5, 0.0, 2, -0.2, 3, 2
31: Cc1ccc(S(=O)(=O)N2CC3(O)CN(C(=O)OC(C)C)N(C(=O)OC(C)C)CC3(OC(=O)NCc3ccco3)C2)cc1 (configuration not stated)
→ 34, ., -2, 3, ., 5, ., ., -1
32: CC1=CCC[C@@H]2[C@@](C)(CC/C(C)=C/C(=O)O)[C@H](C)CC[C@@]12C
→ -27, -1, -10, 7, -1.9, 20, -0.2, 0, -9
33: O=S(=O)(c1ccc(OC(F)(F)F)cc1)N1CCC(O)(c2cccc(C(F)(F)F)c2)CC1
→ 36, 14, 1, 28, 18, 43*, 20, -22, -18
34: CC(=O)N[C@@H](Cc1c[nH]c2ccccc12)C(=O)OCC(=O)Nc1cc(C)on1
→ -6, ., 1, -16, ., 3, ., ., 9
35: CCN(CC)C(=O)CSc1nc2c(sc(=S)n2-c2ccccc2)c(=O)[nH]1
→ -18, -2, 6, -13, -1.0, 0, -0.2, -15, 11
36: CCOC(=O)c1sc(C)c2c1NC1(CCCCCC1)NC2=O
→ -8, -21, -3, 2, -0.3, 3, -1.3, -14, -1
37: COc1ccc(-c2cc3nc(C)cc(C)n3n2)cc1
→ -4, -17, -5, 10, -1.6, 2, -1.2, -3, -1
38: Cc1ccc(N(CC(=O)N2CCCCCC2)S(C)(=O)=O)cc1Cl
→ 14, -14, -3, 9, -1.7, 2, 0.3, 1, -8
39: Cc1ccc(S(=O)(=O)N(C)c2ccccc2C(=O)Nc2c(F)cccc2F)cc1
→ 9, -15, -2, -13, -1.0, -1, -1.7, -4, 13
40: S=c1[nH]nc(-c2cc(-c3ccccc3)n[nH]2)n1/N=C/c1ccc(Br)s1
→ -13, 5, -2, -4, -1.5, -1, -1.5, -12, 5

Filtered by structure, those above with bromine.
The line under a structure holds: TAAR1 antag, CHO parental Ca, CHRM1 agonist, CHRM1 antagonist, OXTR agonist, TAAR1 ag, V1R ag counter, OXTR potentiator, CHRM1 PAM
7: CC1(C(=O)NS(=O)(=O)c2ccc(Br)cc2)CCN1C(=O)CC1CCCCC1 (configuration not stated)
→ 6, ., 0, -18, ., 1, ., ., 20
40: S=c1[nH]nc(-c2cc(-c3ccccc3)n[nH]2)n1/N=C/c1ccc(Br)s1
→ -13, 5, -2, -4, -1.5, -1, -1.5, -12, 5

(cont.)
The line under a structure holds: TAAR1 antag, CHO parental Ca, CHRM1 agonist, CHRM1 antagonist, OXTR agonist, TAAR1 ag, V1R ag counter, OXTR potentiator, CHRM1 PAM
41: COc1ccc(C(=O)NN)cc1COc1ccc(Br)cc1
→ -23, -23, -4, -12, -0.1, 5, -0.7, 1, 11
42: COc1ccc(-c2ccc3c(c2)[C@@H]2C[C@H](N(C)C(=O)C(C)(C)C)[C@H]([C@H](C)O)C(=O)N2CC3)cc1
→ -22, ., -2, -15, ., -1, ., ., 6
43: Cc1ccc(NC(=O)C2C(c3ccccc3)C2(Cl)Cl)c(C)c1 (configuration not stated)
→ -20, 7, -5, -10, -2.4, -4, -1.0, -19, -2
44: CCOC(=O)c1cnn(CCOC(=O)c2ccc(OC)cc2)c1NC(=O)c1ccc(OC)cc1
→ -12, -17, -2, -2, -1.7, -1, 0.1, -5, 8
45: COC(=O)N(NC(=O)C(O)(C(C)C)C(C)C)c1ccccc1
→ -33, -7, -3, -7, -0.1, 0, -2.4, 3, 6
46: CCCn1c(SC(C)C(=O)NC2CCCC(C)C2C)n[nH]c1=O (configuration not stated)
→ -36, ., -1, -14, ., 2, ., ., 11
47: COc1cccc2cc(C(=O)NCC3CCCO3)c(=O)oc12 (configuration not stated)
→ 1, -4, -3, -19, 0.6, 0, 0.5, -2, 2
48: Oc1[nH]c2c(Cl)cc(Cl)cc2c1N=NC(=S)NCC1CCCO1 (configuration not stated)
→ 22, -6, -7, -7, -1.8, 0, -0.6, -9, -1
49: C=CCN1CC(O)=C(c2ccccc2)C1=N
→ -23, -7, -5, -1, 0.2, 9, -0.4, 2, -1
50: Cc1[nH]nc2c1C(c1ccsc1)C(C#N)=C(N)O2 (configuration not stated)
→ -7, -4, -2, 4, 1.3, 14, 0.9, 3, 1
51: Cc1ccc(Cc2c(-c3ccccc3)nc3ccc(Cl)cn23)cc1
→ 20, ., -4, -18, ., 4, ., ., 8
52: Cc1c(O)ccc(C(=O)CN2CCN(Cc3ccccc3)CC2)c1O
→ 6, -5, -4, 6, 5.0, 3, 3.0, -6, -5
53: C#CCOc1nc(OCC#C)nc(OCC#C)n1
→ 0, 16, -5, -39, 0.4, 1, 0.1, -7, 3
54: COc1ccc(C=NNc2ccc(S(=O)(=O)Nc3ccccc3C(=O)O)cc2[N+](=O)[O-])c(OC)c1
→ ., -6, -4, -1, 0.3, ., -0.1, -6, 7
55: COc1ccccc1/C=C/C=N/n1c(-c2ccco2)n[nH]c1=S
→ -10, -31, -3, -12, -2.3, 1, -0.6, -1, 6
56: CC[C@]12c3[nH]c4ccccc4c3CCN1C(=O)C(CC(=O)NCc1ccco1)C[C@@H]2C(=O)N1CCN(C(=O)c2ccco2)CC1 (some centres not stated)
→ -14, -12, -4, -11, 0.2, 0, 0.7, -8, 5
